Screens from PubChem.
OXTR potentiate – potentiates the human oxytocin receptor response; P30559; CHO-OTR cells, Fluo-8 calcium fluorescence, potentiator mode; 0% = oxytocin EC15, 100% = EC100; activation, % at 3 µM; 320,000 compounds, 0.061% hits;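 active = activation above that plate's cutoff, the mean activation of tested compounds plus 3 SD, cut at about 6.6% in these data, passing the limit was not always enough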;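 note: 100% uses oxytocin at 75 nM as the full agonist control; some results filed as inactive read as strong as hits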
Target sequence (P30559 whole entry, looked up): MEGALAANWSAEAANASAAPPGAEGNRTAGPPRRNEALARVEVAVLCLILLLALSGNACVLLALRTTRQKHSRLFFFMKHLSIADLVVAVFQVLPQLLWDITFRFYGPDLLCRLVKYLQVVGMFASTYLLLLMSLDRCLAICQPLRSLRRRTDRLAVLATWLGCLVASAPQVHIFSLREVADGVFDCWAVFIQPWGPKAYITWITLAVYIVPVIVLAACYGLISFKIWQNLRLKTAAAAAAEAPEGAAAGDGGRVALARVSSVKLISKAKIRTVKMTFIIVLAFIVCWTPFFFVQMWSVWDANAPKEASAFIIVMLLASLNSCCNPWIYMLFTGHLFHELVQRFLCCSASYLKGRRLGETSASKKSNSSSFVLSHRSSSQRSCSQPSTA
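System: human OTR in CHO cells / Also added: sub-maximal oxytocin, roughly EC15 / Control set: EC15 oxytocin low, 75 nM oxytocin high / Schedule: 6 min compound pre-incubation at room temperature, 100 s kinetic read / Compound: single-point 3.0 µM / Replication: singlicate / Technique: Fluo-8 calcium dye fluorescence / Read-out basis: % activation of max/min ratio relative to oxytocin controls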
OXTR ag – human OXTR agonism; P30559; 320,000 compounds, 0.32% hits; activation, % at 3 µM; AID 2435; CHO-OTR cells, Fluo-8 calcium fluorescence; normalized: DMSO 0%, oxytocin 100%;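 active = activation above the mean of all tested compounds plus 3 SD, cutoff set per screening run, cut at about 20% in these data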;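 note: peak over basal fluorescence ratio from a 100 s FLIPR kinetic read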
NALP1 inh – blocks the NALP1 inflammasome reconstituted in yeast. inhibition, % at 10 µM. 280,000 compounds, 0.61% hits. AID 2071. S. cerevisiae NALP1/ASC/caspase-1 growth, X-gal OD620, 72 h; in the data active = inhibition mostly above about 24%, no sharp cut-off; inactive = mostly below about 32%; note: some compounds called inactive have numbers as strong as hits
M18AAP inhibitor – blocks P. falciparum M18 aspartyl aminopeptidase | recombinant PfM18AAP, H-Glu-NHMec fluorogenic cleavage | inhibition, % at 7.35 µM | 290,000 compounds, 1.2% hits;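 active = inhibition above the campaign mean inhibition over all tested compounds plus 3 SD, cut at about 28% in these data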;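 note: 0% = plate median of test compound wells and 100% = 2 mM ZnCl2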
MEKK2wt PB1 HTS – raises or lowers MEK5 binding to wildtype human MEKK2 PB1 domain; Q9Y2U5; bead flow cytometry, Alexa488-MEK5 binding to MEKK2 WT; actives lie on both sides; binding response (% of control), % at 10 µM; 290,000 compounds, 1.1% hits; AID 1531; in the data active = binding response below about 67% or above about 130%
V1R ag counter – counter-screen for oxytocin receptor agonists: human V1a receptor agonists; CHO-V1R cells, Fluo-8 calcium fluorescence, agonist mode; 0% DMSO, 100% 3 nM vasopressin; activation, % at 3 µM; 320,000 compounds, 0.25% hits; AID 2797;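 active = activation above the mean activation of all tested compounds plus 3 SD, per screening run, cut at about 20% in these data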;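 note: signal is peak over basal fluorescence ratio across a 100 second FLIPR read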
Target sequence (P37288 whole entry, looked up): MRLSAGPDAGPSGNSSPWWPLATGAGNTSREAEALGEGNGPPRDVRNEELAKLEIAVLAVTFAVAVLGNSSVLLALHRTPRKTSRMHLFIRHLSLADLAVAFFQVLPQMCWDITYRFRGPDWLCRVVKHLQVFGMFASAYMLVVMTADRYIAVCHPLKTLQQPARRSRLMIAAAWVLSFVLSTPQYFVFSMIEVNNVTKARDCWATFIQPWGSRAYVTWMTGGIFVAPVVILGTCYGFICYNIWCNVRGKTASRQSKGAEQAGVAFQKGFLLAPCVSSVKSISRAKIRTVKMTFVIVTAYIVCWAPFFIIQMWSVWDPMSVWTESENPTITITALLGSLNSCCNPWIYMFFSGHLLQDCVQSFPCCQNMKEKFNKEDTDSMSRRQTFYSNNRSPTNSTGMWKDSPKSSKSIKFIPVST
GPR7 antagonist – blocks human GPR7 receptor signaling. P48145. GPR7-expressing cells, fluorescence antagonist assay. inhibition, % at 4.4 µM. 290,000 compounds, 1.1% hits; in the data active = inhibition above about 16%, passing the limit was not always enough;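 note: cells stimulated with the agonist NPW; 0% = agonist with vehicle and 100% = vehicle without agonist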
GalR3 antag – blocks the human galanin receptor 3. O60755. HEK293 GalR3-CNG cAMP membrane potential fluorescence; galR3 body fused to GalR1 C-terminus. inhibition, % at 3 µM. 360,000 compounds, 0.44% hits. AID 651719;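 active = inhibition above the screen-wide average plus 3 SD, cut at about 13% in these data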;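 note: forskolin and galanin both at EC90 stimulate the cells; cAMP rise reported by CNG channel membrane potential dye signal; 0% = forskolin plus galanin with DMSO and 100% = forskolin alone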
MEKK2mut PB1 HTS – signal of MEK5 binding to mutant human MEKK2 PB1 domain. bead flow cytometry, Alexa488-MEK5 binding to MEKK2 mutant. percent response, % at 10 µM. 290,000 compounds, 0.35% hits. AID 1530; in the data active = percent response above about 24%, passing the limit was not always enough; note: inactives centre near 1; some results filed as inactive read as strong as hits
* = called active by the depositor; [ ] = another dose, or the depositor's remark. This is a random part of the collection; overall some 4.1% were active at least once.

Screening COc1ccc(S(=O)(=O)N2CCNCC2)cc1 returned OXTR potentiate -1, OXTR ag -1.6, NALP1 inh 14, M18AAP inhibitor -13, MEKK2wt PB1 HTS 101, V1R ag counter 0.2, GPR7 antagonist -7, GalR3 antag -11 and MEKK2mut PB1 HTS 4.
`COc1cccc(CNCCNC(=O)c2ccco2)c1OC` gave OXTR potentiate 0, OXTR ag 0.9, NALP1 inh 28, M18AAP inhibitor 2, MEKK2wt PB1 HTS 99, V1R ag counter 0.8, GPR7 antagonist 5, GalR3 antag -3 and MEKK2mut PB1 HTS 3.
`CCc1cccc(CC)c1NC(=O)COC(=O)c1ccc2c(c1)S(=O)(=O)c1ccccc1C2=O` gave OXTR potentiate -6, OXTR ag -1.5, NALP1 inh 5, M18AAP inhibitor -2, MEKK2wt PB1 HTS 106, V1R ag counter 0.3, GPR7 antagonist -15, GalR3 antag -7 and MEKK2mut PB1 HTS 26.
Cc1cc(NC(=O)c2sccc2C)n(-c2nc3ccccc3[nH]2)n1 was read as OXTR potentiate -17, OXTR ag -1.9, NALP1 inh 3, M18AAP inhibitor -2, MEKK2wt PB1 HTS 97, V1R ag counter -0.2, GPR7 antagonist -4, GalR3 antag -6 and MEKK2mut PB1 HTS -9.
Screening COc1ccccc1CNC(=O)CCc1cn(C)c2ccccc12 returned OXTR potentiate -14, OXTR ag -0.6, NALP1 inh 22, M18AAP inhibitor 3, MEKK2wt PB1 HTS 99, V1R ag counter -0.7, GPR7 antagonist 1, GalR3 antag -11 and MEKK2mut PB1 HTS 1.
For Cc1ccccc1C(=O)Nc1scc(-c2ccc(Br)cc2)c1C(=O)O the results were OXTR potentiate -3, OXTR ag -1.1, V1R ag counter 0.6 and GalR3 antag -3.
CCOc1ccccc1CNCCN1CCOCC1 was read as OXTR potentiate -7, OXTR ag 0.8, NALP1 inh 10, M18AAP inhibitor -13, MEKK2wt PB1 HTS 116, V1R ag counter 0.8, GPR7 antagonist 10, GalR3 antag -6 and MEKK2mut PB1 HTS 10.
`O=S(=O)(NCc1ccccn1)c1cc(C(F)(F)F)ccc1Cl` gave OXTR potentiate -3, OXTR ag 1.1, NALP1 inh -6, M18AAP inhibitor -3, MEKK2wt PB1 HTS 100, V1R ag counter 1.6, GPR7 antagonist 2, GalR3 antag -7 and MEKK2mut PB1 HTS 0.
For COc1cccc(OCc2cc(C(=O)NCC3CCCCC3)no2)c1 the results were OXTR potentiate -1, OXTR ag -0.6, NALP1 inh 10, M18AAP inhibitor 2, MEKK2wt PB1 HTS 103, V1R ag counter -0.3, GPR7 antagonist -10, GalR3 antag -2 and MEKK2mut PB1 HTS 2.
`Cc1cc(-c2ccccc2)nc(N/N=C/c2ccccc2F)n1` gave OXTR potentiate -6, OXTR ag -2.5, NALP1 inh -15, M18AAP inhibitor 8, MEKK2wt PB1 HTS 111, V1R ag counter -1.3, GPR7 antagonist -13, GalR3 antag -6 and MEKK2mut PB1 HTS 12.
Screening CCOC(=O)N1CCN(C(=O)c2cc3c(s2)-c2c(C)cccc2OC3)CC1 returned OXTR potentiate -10, OXTR ag -2.5, NALP1 inh 25, M18AAP inhibitor -5, MEKK2wt PB1 HTS 102, V1R ag counter 0.8, GPR7 antagonist -3, GalR3 antag -12 and MEKK2mut PB1 HTS 0.
For Cc1ccccc1NS(=O)(=O)c1ccc(C(=O)NCC(c2ccco2)N(C)C)cc1 (configuration not stated) the results were OXTR potentiate -3, OXTR ag 5.4, V1R ag counter 3.8 and GalR3 antag 4.
CC1(C)CC(=O)c2c(nc(SCC(=O)Nc3nsc(-c4ccccc4)n3)c(C#N)c2-c2ccccc2)C1 was read as OXTR potentiate -27, OXTR ag -0.8, NALP1 inh -2, M18AAP inhibitor -2, V1R ag counter 2.0, GPR7 antagonist -9 and GalR3 antag -6.
For CCOC(=O)c1cc(-c2ccccc2)sc1NC(=O)C(C)Sc1nnnn1C (configuration not stated) the results were OXTR potentiate -12, OXTR ag 0.2, NALP1 inh 11, M18AAP inhibitor 6, MEKK2wt PB1 HTS 99, V1R ag counter 2.0, GPR7 antagonist -5, GalR3 antag -2 and MEKK2mut PB1 HTS 0.
`COc1ccc(NC(=O)CC(C)NCCCN2CCCC2=O)cc1` (configuration not stated) gave OXTR potentiate -1, OXTR ag 0.1, NALP1 inh 7, M18AAP inhibitor 5, MEKK2wt PB1 HTS 100, V1R ag counter -0.8, GPR7 antagonist 3, GalR3 antag -5 and MEKK2mut PB1 HTS 8.
CCOC(=O)CSc1nc(C(C)C)nc2ccccc12 was read as OXTR potentiate -7, OXTR ag -2.8, NALP1 inh 25, M18AAP inhibitor -7, MEKK2wt PB1 HTS 124, V1R ag counter -1.6, GPR7 antagonist 4, GalR3 antag -8 and MEKK2mut PB1 HTS 8.
For ON1C2CCCCC2N(O)C1c1c(F)c(F)c(F)c(F)c1F (configuration not stated) the results were OXTR potentiate -12, OXTR ag 0.0, NALP1 inh 37, M18AAP inhibitor -7, MEKK2wt PB1 HTS 94, V1R ag counter 0.0, GPR7 antagonist -13, GalR3 antag 1 and MEKK2mut PB1 HTS 1.
Screening COc1ccccc1NC(=O)C(C)OC(=O)C1CCC(C(C)(C)C)CC1 (configuration not stated) returned OXTR potentiate -3, OXTR ag -1.5, V1R ag counter -0.3 and GalR3 antag 2.
For COc1ccc(OCC(=O)NCCc2ccc(S(N)(=O)=O)cc2)cc1 the results were OXTR potentiate 4, OXTR ag -0.9, NALP1 inh 12, M18AAP inhibitor 2, MEKK2wt PB1 HTS 100, V1R ag counter -0.8, GPR7 antagonist 5, GalR3 antag -3 and MEKK2mut PB1 HTS -3.
For CCCC[N+](CC#Cc1ccccc1)(CCCC)CCCS(=O)(=O)[O-] the results were OXTR potentiate -15, OXTR ag -0.2, NALP1 inh 8, M18AAP inhibitor -1, MEKK2wt PB1 HTS 98, V1R ag counter 1.4, GPR7 antagonist 2, GalR3 antag -5 and MEKK2mut PB1 HTS -2.
`CCc1ccc(C(C)NC(=S)NCc2ccc(F)cc2)cc1` (configuration not stated) gave OXTR potentiate -16, OXTR ag 19, NALP1 inh 11, M18AAP inhibitor -6, MEKK2wt PB1 HTS 104, V1R ag counter 20, GPR7 antagonist 31*, GalR3 antag -6 and MEKK2mut PB1 HTS 6.
Screening Nc1c(-c2ccccc2)n[nH]c1-c1ccccc1 returned OXTR potentiate -9, OXTR ag -1.2, NALP1 inh -3, M18AAP inhibitor -4, MEKK2wt PB1 HTS 102, V1R ag counter -0.7, GPR7 antagonist -11, GalR3 antag -4 and MEKK2mut PB1 HTS 3.
O=C(C[C@H]1C/C=C\CC[C@@H](Cc2ccc(F)cc2)C(=O)O[C@H](c2ccccc2)CNC1=O)N[C@H](CO)Cc1ccccc1 was read as OXTR potentiate -8, OXTR ag -1.2, V1R ag counter 0.4 and GalR3 antag -6.
Screening O=C(Nc1cc(C(F)(F)F)ccc1N1CCOCC1)c1c(F)c(F)c(F)c(F)c1F returned OXTR potentiate -7, OXTR ag -0.5, NALP1 inh 4, M18AAP inhibitor -7, V1R ag counter 2.9, GPR7 antagonist -4 and GalR3 antag -4.
`CCOc1ccc2nc(C)cc(C(=O)O)c2c1` gave OXTR potentiate -9, OXTR ag 0.3, NALP1 inh 3, M18AAP inhibitor 12, MEKK2wt PB1 HTS -7.0*[inhibitor], V1R ag counter -0.1, GPR7 antagonist 5, GalR3 antag -3 and MEKK2mut PB1 HTS -23.
O=C(Nc1ccc(F)cc1Cl)c1ccc2c(=O)n3c(nc2c1)CCC3 was read as OXTR potentiate -8, OXTR ag 1.1, V1R ag counter 1.0 and GalR3 antag 0.
For O=C(c1ccccc1F)N(Cc1ccccc1)C1CCS(=O)(=O)C1 (configuration not stated) the results were OXTR potentiate -14, OXTR ag -0.8, NALP1 inh 16, M18AAP inhibitor -11, MEKK2wt PB1 HTS 104, V1R ag counter -0.7, GPR7 antagonist 2, GalR3 antag -2 and MEKK2mut PB1 HTS 2.
`CCC(C)C1Nc2ccc(C(=O)NCc3ccc4c(c3)OCO4)cc2NC1=O` (configuration not stated) gave OXTR potentiate -6, OXTR ag 0.7, NALP1 inh 31, M18AAP inhibitor 6, MEKK2wt PB1 HTS 96, V1R ag counter 3.9, GPR7 antagonist -1, GalR3 antag -9 and MEKK2mut PB1 HTS -3.
`COc1ccc(N2C(=O)C(Cl)=C(Nc3ccccc3OC)C2=O)cc1` gave OXTR potentiate -2, OXTR ag -2.1, NALP1 inh 35, M18AAP inhibitor 14, MEKK2wt PB1 HTS 106, V1R ag counter 0.2, GPR7 antagonist -6, GalR3 antag 3 and MEKK2mut PB1 HTS 2.
`COc1ccc(-c2cc(C(=O)N3CCN(c4ccccc4)CC3)no2)cc1` gave OXTR potentiate -5, OXTR ag -1.6, NALP1 inh 20, M18AAP inhibitor 4, MEKK2wt PB1 HTS 104, V1R ag counter 0.7, GPR7 antagonist -6, GalR3 antag -9 and MEKK2mut PB1 HTS -2.
`Cc1ccc(OCC(=O)Nn2cnc3ccccc32)cc1` gave OXTR potentiate -5, OXTR ag 1.0, NALP1 inh -12, M18AAP inhibitor -10, MEKK2wt PB1 HTS 96, V1R ag counter 2.8, GPR7 antagonist 4, GalR3 antag -6 and MEKK2mut PB1 HTS 1.
Cc1ccccc1N1C(=O)C(Oc2ccc(Cl)cc2)C1CNC(C)(C)C (configuration not stated) was read as OXTR potentiate -13, OXTR ag 3.5, NALP1 inh -2, M18AAP inhibitor 2, MEKK2wt PB1 HTS 109, V1R ag counter 4.7, GPR7 antagonist 12, GalR3 antag -5 and MEKK2mut PB1 HTS -1.
For COc1ccc(-n2nc3c(c2NC(=O)c2c(F)cccc2Cl)CS(=O)C3)cc1 (configuration not stated) the results were OXTR potentiate -4, OXTR ag 0.4, NALP1 inh 4, M18AAP inhibitor -6, MEKK2wt PB1 HTS 100, V1R ag counter 0.4, GPR7 antagonist -9, GalR3 antag 0 and MEKK2mut PB1 HTS 4.
For Cn1c(SCc2nc3ccccc3[nH]2)nnc1-c1ccccn1 the results were OXTR potentiate -2, OXTR ag -1.2, M18AAP inhibitor 0, MEKK2wt PB1 HTS 100, V1R ag counter -0.1, GPR7 antagonist -6, GalR3 antag -1 and MEKK2mut PB1 HTS 2.
For COc1ccc(N/C=C2/CCCCC2=O)cc1 the results were OXTR potentiate -4, OXTR ag -0.6, NALP1 inh 16, M18AAP inhibitor -3, MEKK2wt PB1 HTS 93, V1R ag counter 0.2, GPR7 antagonist -16, GalR3 antag -4 and MEKK2mut PB1 HTS -4.
`CC(C)c1ccccc1NC(=O)COC(=O)/C=C/c1cccc([N+](=O)[O-])c1` gave OXTR potentiate -7, OXTR ag -0.7, NALP1 inh 25, M18AAP inhibitor 3, MEKK2wt PB1 HTS 123, V1R ag counter 0.1, GPR7 antagonist -3, GalR3 antag -1 and MEKK2mut PB1 HTS 25.
For COc1cc(OC)c(OC)cc1CN1CCN(S(=O)(=O)c2ccc(NC(C)=O)cc2)CC1 the results were OXTR potentiate -1, OXTR ag -0.3, NALP1 inh 10, M18AAP inhibitor 3, MEKK2wt PB1 HTS 90, V1R ag counter 0.1, GPR7 antagonist -3, GalR3 antag -2 and MEKK2mut PB1 HTS -11.
